RPL19A TOR yeast: alters RPL19A-GFP fluorescence in TOR pathway yeast screen; S. cerevisiae RPL19A-GFP strain, flow cytometry, 3 h; active compounds read low; percent response vs DMSO, % at 10 µM; actives 0.3% (n = 330,000); AID 2025;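 active means percent response vs DMSO below 50%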;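 further: median channel GFP fluorescence of the barcoded RPL19A-GFP strain; ratio of sample median GFP to plate DMSO average so 100% = DMSO; lower means less RPL19A-GFP as with rapamycin TOR inhibition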
proCasp3 act: activators of human procaspase-3; P42574; activation, % at 8.5 µM; actives 0.11% (n = 330,000); recombinant procaspase-3 D3A, Ac-DEVD-pNA absorbance 405 nm;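 active means activation above the mean of all tested compounds plus 3 SD, cut at about 21% in these data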;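 further: 0% = DMSO alone and 100% = DMSO wells spiked with extra 5 µM PC-3 D3A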
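Assay system – Procaspase-3 D3A mutant, all three cleavage aspartates alanine · Controls – DMSO-only low control, 5 µM PC-3 D3A high control · Schedule – 1 h compound preincubation, 2 h substrate hydrolysis at 25 °C · Signal – 405 nm absorbance of p-nitroaniline, reads at 0 and 120 min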
Yeast superoxide: lowers age-related superoxide in aged yeast cells | S. cerevisiae aged cells, superoxide DHE fluorescence; active compounds read low | superoxide response (% of plate mean), % at 10 µM | actives 0.18% (n = 330,000) | AID 2690;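 active means superoxide response under a set limit, about three screen SD below normal, cut at about 65% in these data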;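 further: yeast aged for seven days with compound at 30 °C before DHE staining; 100% = average MFI of all compound-treated wells on the plate with controls excluded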
proCasp7 act: activates human procaspase-7, counter-screen for procaspase-3 activators; recombinant procaspase-7, Ac-DEVD-pNA absorbance 405 nm; D23A/D198A/D206A triple mutant, cannot self-cleave; scale: DMSO 0, 5 µM enzyme 100; activation, % at 8.5 µM; actives 0.093% (n = 330,000);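 active means percent activation above the screen-wide mean plus 3 SD, cut at about 25% in these data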
Target sequence (P55210 whole entry D23A/D198A/D206A): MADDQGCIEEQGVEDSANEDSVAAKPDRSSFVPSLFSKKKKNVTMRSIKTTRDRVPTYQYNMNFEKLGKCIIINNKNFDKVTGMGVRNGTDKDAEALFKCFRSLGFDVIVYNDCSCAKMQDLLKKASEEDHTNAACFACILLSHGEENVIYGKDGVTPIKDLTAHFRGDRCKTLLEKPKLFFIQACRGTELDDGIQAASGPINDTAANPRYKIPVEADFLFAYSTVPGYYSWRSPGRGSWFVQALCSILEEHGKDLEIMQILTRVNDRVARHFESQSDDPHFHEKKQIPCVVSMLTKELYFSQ
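Assay system: Uncleavable procaspase-7 mutant enzyme / Input: 2 µM procaspase-7 mutant as dispensed / Dosing: single nominal 8.5 µM compound dose, 0.8% DMSO final / Timing: 1 h enzyme–compound preincubation and 2 h substrate reaction, both 25 °C / Detection: p-Nitroaniline absorbance at 405 nm, read at 0 and 120 min / Replication: singlicate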
MEP2-GFP yeast: yeast TOR pathway MEP2-GFP modulation; S. cerevisiae MEP2-GFP strain, flow cytometry GFP, 3 h; 100% = DMSO control level; AID 2016; actives 0.51% (n = 330,000); GFP response vs DMSO, % at 10 µM;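 active means GFP response versus DMSO above a set limit, roughly screen mean plus 3 SD, cut at about 180% in these data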;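 further: median GFP fluorescence of the barcode-gated MEP2-GFP cells per well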
GASC-1 inh: inhibitors of human GASC-1 (JMJD2C) demethylase; actives 0.069% (n = 330,000); GST-JMJD2C(1-420) H3K9me3 demethylation, DELFIA europium; inhibition, % at 2.35 µM;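 active means more than half of a compound's replicate wells show inhibition beyond 50%, single wells judged on their own value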;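 further: signal counts dimethyl H3K9 product captured on neutravidin plate; 0% = median of DMSO wells and 100% = 0.3 times that DMSO median; strong numbers were not always called active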
Target sequence (Q9H3R0 1-420 limits assumed): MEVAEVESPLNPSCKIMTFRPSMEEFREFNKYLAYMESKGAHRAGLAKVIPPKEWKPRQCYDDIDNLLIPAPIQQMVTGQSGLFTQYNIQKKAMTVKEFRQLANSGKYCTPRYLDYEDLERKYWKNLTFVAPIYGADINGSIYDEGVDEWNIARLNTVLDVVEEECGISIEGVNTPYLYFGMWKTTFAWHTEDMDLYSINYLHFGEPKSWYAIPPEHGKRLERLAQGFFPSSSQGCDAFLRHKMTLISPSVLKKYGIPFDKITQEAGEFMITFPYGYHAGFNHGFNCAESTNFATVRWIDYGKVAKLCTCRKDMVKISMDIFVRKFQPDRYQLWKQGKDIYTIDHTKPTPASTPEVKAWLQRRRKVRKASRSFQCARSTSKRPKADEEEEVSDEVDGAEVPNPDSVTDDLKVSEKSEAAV
LAP4-GFP MLPCN: modulators of TOR pathway LAP4-GFP in S. cerevisiae; actives 0.34% (n = 320,000); S. cerevisiae LAP4-GFP multiplex, flow cytometry GFP, 3 h; median GFP as percent of DMSO wells; GFP response vs DMSO, % at 10 µM;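 active means GFP response vs DMSO above a set limit, about the screen mean plus 3 SD, cut at about 150% in these data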
AHR act: human AHR activation | P35869 | AHR-responsive luciferase reporter cells, luminescence | activation, % at 5 µM | actives 2.5% (n = 320,000) | AID 2796; in the data active means activation above about 47%;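 further: 0% = vehicle wells and 100% = reference agonist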
* = called active by the depositor.

Start of the data: the first 6 entries (preview)
SMILES	RPL19A TOR yeast	proCasp3 act	Yeast superoxide	proCasp7 act	MEP2-GFP yeast	GASC-1 inh	LAP4-GFP MLPCN	AHR act
CCC/C=N/NC(=O)C1COc2ccccc2O1 (centres undefined)	96	-3	103	12	102	-12	115	2
Cc1cccc(COc2ccc(/C(O)=C3\C(=O)C(=O)N(CCN(C)C)C3c3ccncc3)cc2)c1 (centres undefined)	94	-5	89	-2	90	8	85	5
CCS(=O)(=O)N1CCCC(C(=O)NC2CCCCC2)C1 (centres undefined)	104	4	84	9	107	150	97	1
O=C(COc1ccccc1O)Nc1ccc(Cl)cc1	100	4	90	-9	109	-1	106	-1
COc1ccc(C)cc1NC(=O)C1COc2ccccc2O1 (centres undefined)	102	-9	96	7	98	-12	91	13
CCOc1ccc(N2CC(=O)SC2=S)cc1	102	-13	111	-14	101	1	102	-1

The list itself, previewed entries included:
SMILES	RPL19A TOR yeast	proCasp3 act	Yeast superoxide	proCasp7 act	MEP2-GFP yeast	GASC-1 inh	LAP4-GFP MLPCN	AHR act
CCC/C=N/NC(=O)C1COc2ccccc2O1 (centres undefined)	96	-3	103	12	102	-12	115	2
Cc1cccc(COc2ccc(/C(O)=C3\C(=O)C(=O)N(CCN(C)C)C3c3ccncc3)cc2)c1 (centres undefined)	94	-5	89	-2	90	8	85	5
CCS(=O)(=O)N1CCCC(C(=O)NC2CCCCC2)C1 (centres undefined)	104	4	84	9	107	150	97	1
O=C(COc1ccccc1O)Nc1ccc(Cl)cc1	100	4	90	-9	109	-1	106	-1
COc1ccc(C)cc1NC(=O)C1COc2ccccc2O1 (centres undefined)	102	-9	96	7	98	-12	91	13
CCOc1ccc(N2CC(=O)SC2=S)cc1	102	-13	111	-14	101	1	102	-1
COc1ccc(-c2cc(C#N)nc(N3CCNCC3)n2)cc1	98	-6	97	-5	101	0	95	35
CCOC(=O)c1nnn2c1nc(N1CCN(C)CC1)c1ccccc12	98	5	107	9	94	-4	106	-2
Cc1ccc(NC(=O)Nc2cccs2)c(Cl)c1	99	3	104	-6	101	12	110	23
Cc1ccc(CSCCNC(=O)CN2C(=O)c3ccccc3S2(=O)=O)cc1	98	-1	89	1	104	2	100	-1
CN(CC(=O)Nc1ccccc1Br)C(=O)CNC(=O)c1ccco1	96	0	100	-4	100	-1	108	5
COc1ccc(C)cc1S(=O)(=O)Nc1cc2c3c(c1)CCC(=O)N3CCC2	103	11	83	2	96	0	109	15
CN(C)CCCN(C(=O)c1ccc(N2C(=O)CCC2=O)cc1)c1nc2c(F)cccc2s1	97	6	90	4	100	8	99	-1
COC(=O)c1cc(NC(=O)/C=C/c2ccccc2)ccc1O	105	2	90	11	103	1	119	-3
CCCN1C(=O)N(C)C(N(O)C(=O)NC)C1(C)C (centres undefined)	99	-10	100	3	103	1	93	2
O=C(/C=C/c1ccccc1Cl)N1CCCN(C(=O)/C=C/c2ccccc2Cl)CC1	105	6	124	6	107	1	99	3
CC(=O)NS(=O)(=O)c1ccc2sc(C)nc2c1	100	-8	88	-20	99	12	88	3
O=C(OCC(=O)N1CCCC1)c1ccc(OC(F)(F)F)cc1	101	13	85	6	112	-1	94	4
COC(=O)c1ccc(COC(=O)C2CCN(S(=O)(=O)c3c(Cl)cccc3Cl)CC2)o1	101	-2	105	1	99	3	104	0
CC(=O)N1CCc2cc(S(=O)(=O)NCCC(=O)Nc3cccc(C)c3C)ccc21	109	2	102	4	104	23	106	-1

In another format: entries from further up
O=C(COc1ccccc1O)Nc1ccc(Cl)cc1
  RPL19A TOR yeast: 100; proCasp3 act: 4; Yeast superoxide: 90; proCasp7 act: -9; MEP2-GFP yeast: 109; GASC-1 inh: -1; LAP4-GFP MLPCN: 106; AHR act: -1
O=C(OCC(=O)N1CCCC1)c1ccc(OC(F)(F)F)cc1
  RPL19A TOR yeast: 101; proCasp3 act: 13; Yeast superoxide: 85; proCasp7 act: 6; MEP2-GFP yeast: 112; GASC-1 inh: -1; LAP4-GFP MLPCN: 94; AHR act: 4
CC(=O)N1CCc2cc(S(=O)(=O)NCCC(=O)Nc3cccc(C)c3C)ccc21
  RPL19A TOR yeast: 109; proCasp3 act: 2; Yeast superoxide: 102; proCasp7 act: 4; MEP2-GFP yeast: 104; GASC-1 inh: 23; LAP4-GFP MLPCN: 106; AHR act: -1
Cc1cccc(COc2ccc(/C(O)=C3\C(=O)C(=O)N(CCN(C)C)C3c3ccncc3)cc2)c1 (centres undefined)
  RPL19A TOR yeast: 94; proCasp3 act: -5; Yeast superoxide: 89; proCasp7 act: -2; MEP2-GFP yeast: 90; GASC-1 inh: 8; LAP4-GFP MLPCN: 85; AHR act: 5

Next structures
SMILES	RPL19A TOR yeast	proCasp3 act	Yeast superoxide	proCasp7 act	MEP2-GFP yeast	GASC-1 inh	LAP4-GFP MLPCN	AHR act
O=C(COC(=O)C1CC2C=CC1C2)NCCc1ccccc1 (centres undefined)	98	0	123	0	97	-8	102	0
Cc1ccc(CNC(=O)C(=O)NCC2OCCN2S(=O)(=O)c2ccc(C)cc2)cc1 (centres undefined)	94	-7	103	6	94	1	101	0
O=C(/C=C/c1ccccc1)NNC(=O)C1CC1	97	-4	98	1	97	-20	86	-1
Cc1ccc(C)c(-n2cc(CNCCc3cnccn3)c(-c3ccccc3)n2)c1	96	3	98	2	107	10	115	2
COc1ccc(NC(=O)C2CCN(S(=O)(=O)c3cccc4cccnc34)CC2)cc1	101	-2	98	0	109	15	97	1
O=C(Nc1ccc(S(=O)(=O)NCc2cccnc2)cc1)c1ccccc1Cl	102	5	98	-4	108	2	95	-4
CC(C)C(=O)Nc1ccc(NC(=O)c2cccc(F)c2)cn1	97	4	110	-4	105	2	98	-7
CC1CCN(S(=O)(=O)c2ccc3c(c2)CCN3C(=O)C2CCC2)CC1	97	5	119	4	98	-12	98	3
CC1CCN(S(=O)(=O)c2cn(CC(=O)Nc3cccc(C#N)c3)cn2)CC1	98	13	99	6	103	3	95	-3
O=C(NCc1nc2ccccc2[nH]1)c1cccs1	99	-3	84	11	101	9	99	4
O=C(O)c1cscn1	100	9	153	-2	106	-7	100	3
CCC(C)NC(=O)c1cn(CC)c2cc(N3CCN(C)CC3)c(F)cc2c1=O (centres undefined)	96	-6	113	4	96	-19	98	3
COc1cc(-c2nnc(SCc3cc(=O)oc4cc(C)ccc34)o2)cc(OC)c1OC	94	0	104	18	101	-6	103	2
COc1ccccc1-c1sc2ccccc2c1-c1ccc2c(c1)OCCO2	101	-10	106	5	102	2	108	29
COc1ccccc1/C=C/CN1CCOCC1	101	4	99	2	104	4	110	0
CCOc1ccccc1NC(=O)CSc1nnc2ccc(-c3ccncc3)nn12	99	-3	96	-2	121	8	120	26
Cc1cc(C(=O)CSc2nc3ccccc3c(=O)[nH]2)c(C)n1C	99	-7	99	9	96	2	98	21
NC(=O)Cn1c(=O)n(Cc2ccco2)c(=O)c2c3c(sc21)CCCCC3	102	-21	97	-27	100	-9	107	8
COc1cc(OC)nc(Oc2ccc(NC(C)=O)cc2)n1	105	11	85	13	108	5	98	1
COc1ccc(/C=C2\SC(=S)N(CCCC(=O)Nc3ccccn3)C2=O)cc1OC	96	-8	104	-11	97	11	97	-2
Oc1ccccc1N=Nc1nc(-c2ccccc2)c(-c2ccccc2)[nH]1	92	-8	85	-1	98	-3	118	5
CCN(CC)S(=O)(=O)c1ccc(C(=O)NC(=S)N(CCC#N)Cc2cccnc2)cc1	99	1	113	-14	95	-4	96	0
COc1ccc(N=Nc2cc(C)ccc2O)cc1	98	-4	99	4	104	0	105	-2
CC(C)n1cnc2c(NCc3ccccc3)nc(NCc3ccccc3)nc21	84	2	106	3	96	34	147	8
CC1CN(c2nn3c(=O)c4ccccc4nc3c3ccccc23)CC(C)O1 (centres undefined)	97	7	96	2	95	18	103	-1
CCCc1cc(=O)[nH]c(SCC(=O)c2ccc3c(c2)OCCO3)n1	100	13	90	5	114	-4	104	3
O=C1c2ccccc2C(=O)N1CCc1c[nH]c2ccccc12	94	1	106	-1	87	4	107	14
CC(C)(C)C(=O)NNC(=O)c1cc(C(C)(C)C)nn1Cc1ccccc1	96	-2	102	8	96	2	104	1
CCN1CCCC1Cn1cnc2c([nH]c3cc(OC)ccc32)c1=O (centres undefined)	101	7	92	9	107	-2	102	3
COc1ccc(CC(=O)NN2C(=O)c3ccccc3C2=O)cc1	102	1	95	3	104	-3	98	3
NS(=O)(=O)c1ccc(CCNC(=O)CCCn2ncn3c(cc4occc43)c2=O)cc1	91	2	94	2	92	-1	89	-2
Cc1ccc(S(=O)(=O)N2CCCCC2CCNC(=O)C(=O)NCc2cccnc2)cc1 (centres undefined)	106	6	104	5	112	10	107	8
O=C(c1cccs1)N1CCCC1	94	18	81	2	106	-3	96	0
CN(C)CCCNC(=O)N1c2ccccc2C=Cc2ccccc21	105	4	113	-5	108	-4	88	5
COc1ccc(NC(=O)CSc2ncc(-c3ccc(F)cc3)n2Cc2ccco2)cc1	108	5	100	1	101	-11	118	5
O=C1CC(C(=O)Nc2ccc(Br)cc2)C2(CCCC2)O1 (centres undefined)	94	-2	93	1	101	-20	93	-3
CCOC(=O)C1=C(N)N(c2ccccc2Oc2ccccc2)C(=O)C1	103	2	95	-1	107	-6	105	-2
COc1ccc(NC(=O)c2ccc3c(SCC(=O)O)c4c(nc3c2)CCCC4)c(OC)c1	94	7	74	-1	95	28	101	1
COc1ccc(CCNc2nc(-c3ccc(NC(C)=O)cc3)cs2)cc1OC	92	1	97	-15	101	28	99	27
COc1ccc(S(=O)(=O)N2CCCCCC2)cc1C(=O)NC1(C)CCS(=O)(=O)C1 (centres undefined)	100	5	98	0	102	4	103	1
N/C(Cc1ccccc1Sc1ccccc1)=N\O	102	-1	97	3	99	4	96	-3
Nc1nnc(SCC(=O)OCc2ccccc2)s1	102	0	95	2	106	-2	102	4
NC(=O)C1(N2CCCCC2)CCN(Cc2ccc(Br)cc2)CC1	106	-7	124	-3	107	4	108	3

Assay outcomes: PubChem BioAssay, several laboratories
